Screening results from PubChem.
Pf Dd2 inh – P. falciparum Dd2 growth inhibition | SYBR Green, 72 h; hits give low values | activity change, % at 10 µM | 94,000 tested, 2.3% active | AID 1159554; in the data active = activity change below about -80%; inconclusive = no clear call, values can overlap the other calls
GASC1 inh – blocks human GASC-1 (KDM4C) demethylase activity; Q9H3R0; GST-KDM4C 2-372, H3K9me3 peptide, LANCE TR-FRET; inhibition, % at 12.5 µM; 96,000 tested, 0.15% active;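 active = mean replicate inhibition above about 25%, with at least 55% of replicates also reaching it, limit read from the data, passing the limit was not always enough; inconclusive = only one of those two conditions met; inactive = neither condition met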
Target sequence (Q9H3R0 2-372 limits assumed): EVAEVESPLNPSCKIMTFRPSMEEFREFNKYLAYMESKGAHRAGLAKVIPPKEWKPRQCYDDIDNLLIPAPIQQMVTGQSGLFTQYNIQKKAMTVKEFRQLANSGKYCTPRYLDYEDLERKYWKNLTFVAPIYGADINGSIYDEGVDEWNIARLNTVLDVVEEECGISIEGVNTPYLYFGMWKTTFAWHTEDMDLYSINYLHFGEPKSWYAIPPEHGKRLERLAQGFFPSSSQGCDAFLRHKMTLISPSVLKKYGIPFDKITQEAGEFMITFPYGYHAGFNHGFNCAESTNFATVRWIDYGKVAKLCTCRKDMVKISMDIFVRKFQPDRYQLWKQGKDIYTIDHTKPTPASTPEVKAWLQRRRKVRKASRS
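Material: N-terminal GST-fused human GASC-1 (KDM4C) fragment, residues 2-372. Input: 10 nM enzyme. Incubation: enzyme reaction 30 min, then detection 60 min, both room temperature. Doses: one test concentration per compound. Read-out basis: inhibition from TR-FRET ratio decrease. Detection: LANCE TR-FRET, excitation 340 nm, emissions 618 and 671 nm.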
T cruzi growth – T. cruzi proliferation inhibition | T. cruzi beta-gal in NIH3T3, GalScreen luminescence, 90 h | inhibition, % at 8.34 µM | 77,000 tested, 5.9% active;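 active = mean inhibition above about 93%, with at least 55% of replicates each passing it, limit read from the data, passing the limit was not always enough; inconclusive = only one of those two conditions holds; inactive = neither condition holds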
C diff HTS – inhibitors of Clostridium difficile growth; Clostridium difficile clinical isolate growth, OD600, 24 h; hits give low values; growth activity, negative = inhibition, % at 16 µg/mL (by protocol); 86,000 tested, 0.25% active;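 active = mean growth activity at or below -80% and every replicate also at or below -80%; inconclusive = mean at or below -80% but some replicate above -80%; inactive = mean growth activity above -80%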;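 note: 0% = DMSO wells and -100% = levofloxacin 16 µg/mL wells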
Numbers without * were called inactive; u = inconclusive; x = not tested or not shown; & = joins results of further samples.

No.	molecule	Pf Dd2 inh	GASC1 inh	T cruzi growth	C diff HTS
1	CC(C)NC(=O)N(C)C[C@H]1Oc2c(NS(=O)(=O)c3cccs3)cccc2C(=O)N([C@@H](C)CO)C[C@H]1C	-1	5.1	-39	x
2	CCCNC(=O)N(C)C[C@H]1Oc2ncc(-c3ccccc3F)cc2C(=O)N([C@H](C)CO)C[C@@H]1C	35	0.2	x	0
3	C[C@H](CO)N1C[C@H](C)[C@@H](CN(C)S(C)(=O)=O)OCCCC[C@H](C)Oc2ccc(NC(=O)NC3CCCCC3)cc2C1=O	40	-1.1	-24	4
4	CNC[C@H]1Oc2cc(C#Cc3ccc(F)cc3)ccc2S(=O)(=O)N([C@@H](C)CO)C[C@H]1C	-58	-2.2	x	0
5	Cc1nc(N2[C@@H](C#N)[C@H](c3ccccc3)[C@@H]2CO)sc1C	26	0.2	26	-4
6	CC(=O)N1CC2(C1)[C@H](c1ccc(-c3ccccc3C)cc1)[C@@H](CO)N2C(C)=O	17	x	x	-12
7	COCC(=O)Nc1ccc2c(c1)OC[C@@H](C)N(C(=O)c1ccccn1)C[C@@H](C)[C@@H](OC)CN(C)C2=O	21	-1.0	-30	0
8	O=S(=O)(NCC[C@@H]1CC[C@H](NS(=O)(=O)c2cccc(Cl)c2)[C@H](CO)O1)c1cccc(F)c1	-12	0.7	17	4

No.	molecule	Pf Dd2 inh	GASC1 inh	T cruzi growth	C diff HTS
9	CN1C(=O)c2cc(NC(=O)C3CCCC3)ccc2OC[C@@H]2O[C@@H](CC(=O)NCC(F)(F)F)CC[C@H]21	8	3.2	-39	-3
10	CNC[C@@H]1Oc2ncc(-c3cncnc3)cc2C(=O)N([C@@H](C)CO)C[C@H]1C	49	1.4	x	-1
11	C[C@H](CO)N1C[C@H](C)[C@H](CN(C)Cc2ccc(Oc3ccccc3)cc2)Oc2c(NC(=O)c3ccc(-c4nccs4)cc3)cccc2C1=O	-61	-12	103*	x
12	COc1ccc(NC(=O)Nc2cccc3c2O[C@@H](CN(C)S(C)(=O)=O)[C@@H](C)CN([C@H](C)CO)C3=O)cc1	-3	0.1	64	-2
13	COCc1cn(CC[C@H]2CC[C@H](NC(=O)CCN3CCCCC3)[C@@H](CO)O2)nn1	22	1.6	-32	-1
14	O=C(C[C@H]1CC[C@H]2[C@@H](COC[C@H](O)CN2C(=O)Nc2ccccc2)O1)NCCCN1CCOCC1	0	0.3	24	x
15	Cc1ccc(S(=O)(=O)N(C)C[C@H]2OCCCC[C@@H](C)Oc3ccc(NS(=O)(=O)c4ccccc4)cc3C(=O)N([C@H](C)CO)C[C@@H]2C)cc1	-23	1.0	15	2
16	COc1cccc(NC(=O)N[C@@H]2CC[C@H](CC(=O)Nc3ccccc3)O[C@H]2CO)c1	-2	-2.5	x	-2

No.	molecule	Pf Dd2 inh	GASC1 inh	T cruzi growth	C diff HTS
17	Cc1cccc(S(=O)(=O)N2C[C@H]3[C@@H](c4ccccc42)[C@@H](CO)N3C(=O)c2ccccc2)c1	-12	1.4	-10	7
18	C[C@H]1CN([C@@H](C)CO)S(=O)(=O)c2ccc(C3=CCCCC3)cc2O[C@H]1CN(C)C(=O)C1CCC1	-26	1.0	93	9
19	C[C@H](CO)N1C[C@H](C)[C@@H](CN(C)C(=O)c2cnccn2)Oc2ncc(-c3cccc(C#N)c3)cc2C1=O	35	1.7	x	-2
20	C[C@@H]1CN([C@@H](C)CO)C(=O)c2cc(NC(=O)Nc3ccc4c(c3)OCO4)ccc2O[C@H]1CN(C)Cc1ccc(C(=O)Nc2ccccc2N)cc1	-73	-0.4	x	-1
21	O=C(C[C@@H]1CC[C@@H]2[C@H](COC[C@@H](O)CN2Cc2cccc(C(F)(F)F)c2)O1)NCc1ccc(Cl)cc1	-56	1.0	155*	21&9
22	CN(C)C(=O)[C@H]1[C@H](CO)[C@H]2Cn3c(ccc(-c4cccc(F)c4)c3=O)[C@H]2N1C(=O)c1cnccn1	x	0.7	-28	-1
23	CO[C@H]1CN(C)C(=O)c2ccc(NC(=O)c3ccc(F)cc3)cc2OC[C@@H](C)N(C(=O)CC2CC2)C[C@H]1C	-31	0.2	-43	x
24	CO[C@@H]1CN(C)C(=O)c2cc(NC(=O)c3ccc(Oc4ccccc4)cc3)ccc2OC[C@H](C)NC[C@H]1C	-76	1.7	1	-5

Shown with values under each structure: entries from further up
The line under a structure holds: Pf Dd2 inh	GASC1 inh	T cruzi growth	C diff HTS
#17 Cc1cccc(S(=O)(=O)N2C[C@H]3[C@@H](c4ccccc42)[C@@H](CO)N3C(=O)c2ccccc2)c1
  -12	1.4	-10	7
#18 C[C@H]1CN([C@@H](C)CO)S(=O)(=O)c2ccc(C3=CCCCC3)cc2O[C@H]1CN(C)C(=O)C1CCC1
  -26	1.0	93	9
#19 C[C@H](CO)N1C[C@H](C)[C@@H](CN(C)C(=O)c2cnccn2)Oc2ncc(-c3cccc(C#N)c3)cc2C1=O
  35	1.7	x	-2
#20 C[C@@H]1CN([C@@H](C)CO)C(=O)c2cc(NC(=O)Nc3ccc4c(c3)OCO4)ccc2O[C@H]1CN(C)Cc1ccc(C(=O)Nc2ccccc2N)cc1
  -73	-0.4	x	-1

(continued)
No.	molecule	Pf Dd2 inh	GASC1 inh	T cruzi growth	C diff HTS
25	Cc1ccc(-c2cnc3c(c2)C(=O)N([C@@H](C)CO)C[C@@H](C)[C@H](CN(C)S(C)(=O)=O)O3)cc1	14	-0.5	x	-3
26	C[C@@H]1CN([C@H](C)CO)C(=O)Cc2cc(NC(=O)Nc3cccc4ccccc34)ccc2O[C@H]1CN(C)S(=O)(=O)c1ccc(F)cc1	-4	-0.1	0	-18
27	COc1ccc(CN(C)C[C@@H]2Oc3c(NC(=O)c4ccc(-c5nccs5)cc4)cccc3C(=O)N([C@H](C)CO)C[C@H]2C)cc1	-84*	-1.3	16	-12
28	CN(C)C(=O)C[C@@H]1CC[C@H](NC(=O)C2CCOCC2)[C@@H](CO)O1	14	-2.3	61	x
29	C[C@@H]1CN([C@@H](C)CO)C(=O)Cc2cc(NC(=O)Nc3ccc(C(F)(F)F)cc3)ccc2O[C@H]1CN(C)CC1CCCCC1	-87*	-3.5	-25	20
30	O=S(=O)(N[C@@H]1CC[C@H](CCn2cc(-c3cccc(F)c3)nn2)O[C@@H]1CO)c1ccc(Cl)cc1	-46	-0.1	1	x
31	CN(C)C(=O)[C@@H]1[C@@H](CO)[C@@H]2Cn3c(ccc(C4=CCCC4)c3=O)[C@H]1N2Cc1cccnc1	-2	0.0	76	-3
32	Cc1noc(C)c1S(=O)(=O)N(C)C[C@@H]1OCCCC[C@H](C)Oc2ccc(NC(=O)CCC(F)(F)F)cc2C(=O)N([C@H](C)CO)C[C@@H]1C	-31	0.0	19	-4

33) O=C(C[C@H]1CC[C@@H]2NC[C@H](O)COC[C@H]2O1)NCCN1CCCC1
34) Cc1ccc(S(=O)(=O)Nc2ccc3c(c2)C(=O)N([C@H](C)CO)C[C@@H](C)[C@H](CN(C)S(=O)(=O)c2cn(C)cn2)OCCCC[C@@H](C)O3)cc1
35) C[C@H]1CCCCO[C@@H](CN(C)Cc2ccccc2)[C@@H](C)CN([C@@H](C)CO)C(=O)c2cc(NC(=O)CCCN(C)C)ccc2O1
36) COc1ccc(NC(=O)N2CC(=O)N3[C@H](CO)[C@@H](c4ccc(-c5ccc(C)cc5)cc4)[C@H]3C2)cc1
37) CN(C)C(=O)C[C@H]1CC[C@H](NS(=O)(=O)c2ccccc2)[C@@H](CO)O1
38) COCC#Cc1ccc2c(c1)O[C@@H](CN(C)C(=O)Nc1ccc(OC)cc1)[C@@H](C)CN([C@H](C)CO)S2(=O)=O
39) CCNC(=O)C[C@H]1CC[C@@H]2[C@@H](COc3ccc(NC(=O)c4ccccc4)cc3C(=O)N2C)O1
40) O=C(C[C@H]1CC[C@@H]2NC[C@H](O)COC[C@H]2O1)NCCc1ccncc1

compound no.	33	34	35	36	37	38	39	40
Pf Dd2 inh	32	-1	-56	-45	-20	-18	-9	x
GASC1 inh	2.8	8.1	x	1.0	0.6	-2.4	-1.2	2.7
T cruzi growth	x	26	9	x	39	-21	-51	55
C diff HTS	-4	-1	-1	-19	x	-6	2	3&-6

41) COc1ccc(C(=O)Nc2ccc3c(c2)C(=O)N(C)[C@@H]2CC[C@@H](CC(=O)NCC4CC4)O[C@@H]2CO3)cc1
42) C[C@H](O)C#Cc1cnc2c(c1)C(=O)N([C@@H](C)CO)C[C@@H](C)[C@@H](CN(C)C(=O)Nc1ccc(F)cc1)O2
43) COc1ccc(S(=O)(=O)N(C)C[C@@H]2Oc3ccc(NC(=O)Nc4ccc5c(c4)OCO5)cc3C(=O)N([C@H](C)CO)C[C@H]2C)cc1
44) N#Cc1cccc(-c2ccc([C@H]3[C@H]4CN(Cc5ccccc5F)CCCCN4[C@H]3CO)cc2)c1
45) COCCNC(=O)C[C@@H]1C=C[C@H](NC(=O)NC2CCCCC2)[C@@H](CO)O1
46) C[C@@H]1CN([C@H](C)CO)C(=O)c2cc(C#C[C@@H](C)O)cnc2O[C@H]1CN(C)C(=O)Cc1ccccn1
47) C[C@H](CO)N1C[C@H](C)[C@H](CN(C)C(=O)Cc2cccnc2)Oc2ncc(C#CCN(C)C)cc2C1=O
48) O=C(Cc1ccccn1)NCC[C@@H]1CC[C@H](NC(=O)Nc2ccc(F)cc2)[C@H](CO)O1

compound no.	41	42	43	44	45	46	47	48
Pf Dd2 inh	x	50	-9	7	5	21	67	15
GASC1 inh	2.1	x	-1.4	0.2	3.4	0.0	3.9	7.7
T cruzi growth	1	7	-5	87	x	-13	28	-20
C diff HTS	x	4	-3	45	-1	-6	-1	5

49) C[C@@H]1CN([C@H](C)CO)C(=O)c2cc(Br)cnc2O[C@H]1CN(C)Cc1ccncc1
50) CC(C)NC(=O)N(C)C[C@@H]1Oc2ccc(NC(=O)CCC(F)(F)F)cc2CC(=O)N([C@@H](C)CO)C[C@@H]1C
51) CN(C)C(=O)C[C@H]1C[C@@H]2c3cc(N(C)C)ccc3O[C@@H]2[C@@H](CO)O1
52) COc1ccccc1-c1ccc2n(c1=O)C[C@@H]1[C@@H](CO)[C@H](C(=O)N3CCN(C)CC3)[C@H]2N1CC1CC1
53) CCCNC(=O)N1CCC2(CC1)CN(C(=O)CC)[C@H](CO)c1[nH]c3cc(OC)ccc3c12
54) CC(C)(C)[S@](=O)N1Cc2cc(C(=O)NCCN3CCCCC3)nc(-c3cccc(-c4ccc(C#N)cc4)c3)c2[C@@H]1CCO
55) C[C@@H]1CN([C@H](C)CO)C(=O)c2cc(-c3ccccc3)cnc2O[C@@H]1CN(C)C(=O)Cc1ccccc1
56) COc1ccc(S(=O)(=O)Nc2ccc3c(c2)CC(=O)N([C@@H](C)CO)C[C@@H](C)[C@H](CN(C)S(C)(=O)=O)O3)cc1

compound no.	49	50	51	52	53	54	55	56
Pf Dd2 inh	36	-3	0	18	-2	u	8	-4
GASC1 inh	1.6	-0.2	33*	-0.6	0.4	3.1	0.7	0.8
T cruzi growth	-25	x	-11	-6	x	44	-76	-6
C diff HTS	2	-3&-5	-1	-2	1	x	7	-7

57) CNC(=O)C[C@@H]1CC[C@H]2[C@@H](COc3ccc(NC(=O)C4CC4)cc3C(=O)N2C)O1
58) COc1ccc(S(=O)(=O)N(C)C[C@H]2OCCCC[C@@H](C)Oc3ccc(NS(=O)(=O)c4c(C)noc4C)cc3C(=O)N([C@@H](C)CO)C[C@H]2C)cc1
59) C[C@H]1CN([C@@H](C)CO)C(=O)c2cccc(NC(=O)Nc3ccc(C(F)(F)F)cc3)c2O[C@H]1CN(C)C
60) CCC(=O)N1C[C@@H](O)COC[C@H]2O[C@H](CC(=O)N3CCCCC3)CC[C@@H]21
61) CCCNC(=O)C[C@@H]1C[C@H]2c3cc(NC(=O)Nc4ccc(F)cc4)ccc3O[C@H]2[C@@H](CO)O1
62) CCCN1[C@H](C(=O)N2CCCCC2)[C@@H](CO)[C@@H]2Cn3c(ccc(-c4ccccc4)c3=O)[C@@H]21
63) CO[C@H]1CN(C)C(=O)c2ccc(NC(C)=O)cc2OC[C@H](C)N(C(=O)C2CCC2)C[C@@H]1C
64) CC(C)NC(=O)N(C)C[C@@H]1Oc2ccc(NS(=O)(=O)c3cn(C)cn3)cc2CC(=O)N([C@@H](C)CO)C[C@@H]1C
65) O=C(NCC(F)(F)F)[C@@H]1[C@@H](CO)[C@@H]2Cn3c(cccc3=O)[C@H]1N2CC1CCOCC1
66) O=C(C[C@@H]1CC[C@H](NC(=O)c2ccccc2)[C@H](CO)O1)Nc1ccc(-c2ccccc2)cc1

compound no.	57	58	59	60	61	62	63	64	65	66
Pf Dd2 inh	17	-54	-51	-7	17	-1	4	20	x	-5
GASC1 inh	0.6	-0.4	-1.1	0.0	-1.2	6.5	1.1	0.8	0.2	-2.8
T cruzi growth	-20	66	30	-84	28	15	x	-9	-14	4
C diff HTS	1	-2	12	-3&-8	0	7	-1	0	-9	x
